From PubChem
NALP3 yeast inh: NALP3 inflammasome inhibitors in reconstituted yeast, primary screen, luminescence, uHTS | Yeast reconstituted NLRP3/ASC/caspase-1, beta-gal luminescence, 24 h | inhibition, % at 10 µM | hit rate 0.39% among 330,000;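 active means inhibition of 50% or more; inactive means inhibition below 50%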;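 further: plate controls were induced DMSO wells for no effect and uninduced yeast grown without galactose for full effect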
TIM10 inh: growth inhibitors of isogenic TIM10 control yeast, primary screen, counter-screen for tim10-1 yeast inhibitor project, luminescence, uHTS; S. cerevisiae TIM10 strain growth, BacTiter-Glo luminescence, 24 h; inhibition, % at 10 µM; hit rate 1.4% among 330,000;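 active means inhibition of 40% or more at the single tested concentration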;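 further: wild-type TIM10 isogenic control strain grown at permissive 25 °C; 0% = DMSO yeast wells and 100% = minimal medium wells without yeast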
hIAP activ: human IAP activators, primary screen, biochemical, luminescence, uHTS | Intestinal-type alkaline phosphatase (Homo sapiens), P09923 | purified human IAP, CDP-Star luminescence, 30 min; active compounds read high; 1 = vehicle-only enzyme, 0 = enzyme-free background | activation factor at 10 µM | hit rate 0.16% among 330,000 | AID 2524, 2010;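 active means activation factor of the enzyme at least 2-fold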; further: the source names both 10 and 20 µM as test concentration; values of inactives mirror those of a sister screen read the other way
hIAP inh: human IAP inhibitors, primary screen, biochemical, luminescence, uHTS | hit rate 0.12% among 330,000 | inhibition, % at 10 µM | purified IAP, CDP-Star luminescence, 30 min;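 active means inhibition reaching a set limit with compound at 10 µM in the primary screen, cut at about 35% in these data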;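 further: plate controls were DMSO wells with enzyme for no effect and no-enzyme buffer wells for full effect; values of inactives mirror those of a sister screen read the other way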
Apaf-1 inh: inhibitors of human Apaf-1 apoptosome, primary screen, biochemical, DEVD-Rh110 fluorescence, uHTS. Apoptotic protease-activating factor 1 (Homo sapiens), O14727. reconstituted apoptosome caspase-3 activity. inhibition, % at 20 µM. hit rate 0.71% among 330,000. AID 489030, 2010; active means inhibition of at least 40% at 20 µM;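 further: plate controls were DMSO wells for no effect and DEVD-CHO caspase inhibitor wells for full effect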
Target sequence (O14727 whole entry, looked up): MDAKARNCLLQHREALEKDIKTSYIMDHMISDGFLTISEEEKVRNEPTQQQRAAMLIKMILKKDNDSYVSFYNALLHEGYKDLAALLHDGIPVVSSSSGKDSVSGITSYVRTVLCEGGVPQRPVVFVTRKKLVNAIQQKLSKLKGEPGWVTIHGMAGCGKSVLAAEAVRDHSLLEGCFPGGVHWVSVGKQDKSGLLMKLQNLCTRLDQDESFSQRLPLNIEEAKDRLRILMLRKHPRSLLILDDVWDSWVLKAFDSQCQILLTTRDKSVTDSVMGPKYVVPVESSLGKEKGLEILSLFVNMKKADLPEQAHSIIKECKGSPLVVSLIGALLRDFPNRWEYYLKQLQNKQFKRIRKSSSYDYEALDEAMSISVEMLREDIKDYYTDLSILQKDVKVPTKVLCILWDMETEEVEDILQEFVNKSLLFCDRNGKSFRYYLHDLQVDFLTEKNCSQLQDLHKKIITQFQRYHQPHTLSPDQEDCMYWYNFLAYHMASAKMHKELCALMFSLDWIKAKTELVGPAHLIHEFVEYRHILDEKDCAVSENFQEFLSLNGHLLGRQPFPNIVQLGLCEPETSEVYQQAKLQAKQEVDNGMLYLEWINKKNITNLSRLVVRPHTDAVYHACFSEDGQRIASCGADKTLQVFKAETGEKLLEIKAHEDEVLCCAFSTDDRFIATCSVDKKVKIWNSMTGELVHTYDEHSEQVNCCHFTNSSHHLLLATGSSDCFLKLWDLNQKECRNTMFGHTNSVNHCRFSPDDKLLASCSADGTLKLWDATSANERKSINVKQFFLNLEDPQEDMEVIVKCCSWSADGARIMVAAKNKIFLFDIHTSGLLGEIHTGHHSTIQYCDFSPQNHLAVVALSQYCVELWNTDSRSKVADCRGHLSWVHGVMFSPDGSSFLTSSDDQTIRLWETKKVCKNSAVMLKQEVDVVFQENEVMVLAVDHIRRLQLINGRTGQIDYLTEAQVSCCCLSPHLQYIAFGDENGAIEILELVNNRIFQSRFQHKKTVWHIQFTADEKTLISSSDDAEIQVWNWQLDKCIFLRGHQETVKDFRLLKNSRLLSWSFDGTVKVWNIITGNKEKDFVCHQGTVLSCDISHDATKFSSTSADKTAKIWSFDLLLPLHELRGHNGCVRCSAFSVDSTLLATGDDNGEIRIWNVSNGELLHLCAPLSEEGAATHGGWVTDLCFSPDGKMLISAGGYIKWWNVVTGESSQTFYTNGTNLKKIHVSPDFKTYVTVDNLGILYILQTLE
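Medium: Hepes buffer, pH 7.5 / System: biochemical Apaf-1 apoptosome reconstitution / Measured by: Rh110 fluorescence, excitation 480 nm, emission 540 nm / Times: compound with Apaf-1, dATP, procaspase-3 30 min, then 50 min reaction, room temperature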
mIAP inh: inhibitors of mouse IAP, primary screen, biochemical, luminescence, uHTS; inhibition, % at 10 µM; hit rate 0.2% among 330,000; AID 2806, 2010; purified mouse IAP, CDP-Star luminescence, 30 min; intestinal alkaline phosphatase [Mus musculus];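 active means inhibition of at least 40% at 10 µM in the primary screen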;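 further: plate controls were DMSO with enzyme for no effect and no enzyme wells for full effect; values of inactives mirror those of a sister screen read the other way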
tim10-1 inh: growth inhibitors of tim10-1 mutant yeast, primary screen, luminescence, uHTS; hit rate 2.2% among 330,000; S. cerevisiae tim10-1 ts strain growth, BacTiter-Glo, 24 h; inhibition, % at 20 µM;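 active means inhibition of at least 40%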;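 further: mutant grown at 25 °C; 0% = DMSO wells with yeast and 100% = wells holding no yeast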
ATG4B inh: ATG4B protease inhibitors, primary screen, biochemical, fluorescence, uHTS; inhibition, % at 8.33 µM; hit rate 0.51% among 340,000; Cysteine protease ATG4B (Homo sapiens), Q9Y4P1; ATG4B cleavage of LC3-PLA2, NBD-HPC fluorescence, 1 h; in the data active means inhibition above about 40%
mIAP activ: activators of mouse IAP, primary screen, biochemical, luminescence, uHTS; activation factor at 10 µM; muIAP, CDP-Star luminescence, 30 min; active compounds read high; 1 = vehicle-only enzyme signal, 0 = enzyme-free wells; hit rate 0.24% among 330,000; intestinal alkaline phosphatase [Mus musculus];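 active means activation factor of at least 2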; further: the source names both 10 and 20 µM as test concentration; values of inactives mirror those of a sister screen read the other way
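System: Mouse IAP enzyme | Also added: CDP-Star substrate | Dosing: Compounds dispensed in DMSO | Schedule: 30 min enzyme-substrate-compound incubation at room temperature | Technique: Chemiluminescence readout | Control set: DMSO-only wells and no-enzyme negative control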
Active calls of the source: *.

SMILES	NALP3 yeast inh	TIM10 inh	hIAP activ	hIAP inh	Apaf-1 inh	mIAP inh	tim10-1 inh	ATG4B inh	mIAP activ
CCn1c2ccccc2c2nnc(SCC(=O)Nc3cc(C)on3)nc21	13	0	1	-3	10	0	-25	2	1
CCOC(=O)[C@@H]1[C@H]2COc3cc(OC)ccc3[C@H]2N2C(=O)N(c3ccc(C(F)(F)F)cc3)C(=O)[C@]12C	47	75*	0.9	10	8	-84	77*	-6	1.8
NC(=S)NNC(=O)C12CC3CC(CC(C3)C1)C2	-1	5	1.1	-10	-12	9	13	-1	0.91
Cc1cc(C)nc(SCC(=O)c2ccc(O)cc2O)n1	9	-24	0.92	8	3	3	11	-1	0.97
Brc1ccc(OCCCCCN2CCOCC2)cc1	30	-49	1.2	-21	-3	-10	-76	5	1.1
CC(=O)Nc1ccc(NC(=O)c2cccc3ccccc23)cc1	4	-8	0.69	31	7	1	-5	-2	0.99
O=C(CN1CCC(NC(=O)c2ccccc2F)CC1)Nc1ccc2c(c1)OCO2	22	-9	0.99	1	-2	-2	5	-4	1
Cc1c(C)c2cc(Cl)c(OCC(=O)NC3CC(C)(C)NC(C)(C)C3)cc2oc1=O	-1	-9	0.93	7	-6	1	4	-3	0.99
COCCNC(=O)CN1C(=O)COc2ccc(S(=O)(=O)N3CC(C)CC(C)C3)cc21 (centres undefined)	11	5	0.92	8	5	-1	8	-3	1
O=C(CN1C(=O)S/C(=C/C=C/c2ccccc2)C1=O)Nc1ccc(C(=O)O)cc1	19	-5	0.97	3	27	5	22	-1	0.95
O=C(O)c1ccccc1Oc1ccc(Oc2ccccc2)cc1	10	4	0.98	2	-10	6	19	9	0.94
CCC(Oc1ccccc1)C(=O)N1CCN(CC)CC1 (centres undefined)	15	5	1	-2	7	1	-4	9	0.99
CCn1c(=O)c(C(=O)NNS(=O)(=O)c2ccc(Br)cc2)c(O)c2ccccc21	15	-7	1.2	-16	18	-1	-16	9	1
Cc1cccc(C(=O)O/N=C/c2c(Cl)n(C)c3ccccc23)c1	21	15	0.83	17	13	-3	25	-10	1
COc1ccc(OCCC(=O)OCC(=O)NC2CCCCCCC2)cc1	4	24	1.2	-23	10	0	43*	-5	1
CCCc1cc(=O)oc2cc(C)cc(OCC(=O)NC3CCN(Cc4ccccc4)CC3)c12	8	3	0.97	3	10	2	16	-9	0.98
CCOc1ccc2nc(NC(=O)CC3Oc4ccccc4NC3=O)sc2c1 (centres undefined)	-7	-27	1.1	-7	-19	-5	-7	-9	1
CC(C)CCN(C(=O)c1csnn1)C(C(=O)NC1CCCC1)c1ccc(F)cc1 (centres undefined)	15	-6	0.91	9	9	1	25	0	0.99
COCC(=O)Nc1nnc(Cc2ccc(OC)c(OC)c2)s1	4	7	0.85	15	3	-5	13	-4	1.1
CCOc1ccc(NC(=O)c2cnc3scc(C)n3c2=O)cc1	28	2	0.98	2	9	4	20	-10	0.96
COc1cc(C(=O)Nc2ccc(NC(=O)C3CCCCC3)nc2)cc(OC)c1OC	18	12	1.1	-7	1	8	19	10	0.92
CS(=O)(=O)N(CC(=O)N1CCOCC1)c1cccc(Cl)c1Cl	6	-1	1.2	-16	6	-5	-1	7	1
Cc1ccc(S(=O)(=O)N2CCC(C(=O)OCc3ccc([N+](=O)[O-])cc3)CC2)cc1	17	40	0.97	3	16	19	37	-11	0.81
O=C(CCN1C(=O)C2C3C=CC(C3)C2C1=O)N1CCN(c2ccc([N+](=O)[O-])cc2)CC1 (centres undefined)	16	13	0.87	13	3	9	5	-6	0.91
COCCN(CC(=O)Oc1ccccc1P(=O)(OC)OC)Cc1ccccc1	-3	3	1	0	-23	-6	-6	-1	1.1

Two entries from above, with bars between the fields.
SMILES | NALP3 yeast inh | TIM10 inh | hIAP activ | hIAP inh | Apaf-1 inh | mIAP inh | tim10-1 inh | ATG4B inh | mIAP activ
O=C(CN1C(=O)S/C(=C/C=C/c2ccccc2)C1=O)Nc1ccc(C(=O)O)cc1 | 19 | -5 | 0.97 | 3 | 27 | 5 | 22 | -1 | 0.95
O=C(O)c1ccccc1Oc1ccc(Oc2ccccc2)cc1 | 10 | 4 | 0.98 | 2 | -10 | 6 | 19 | 9 | 0.94

The main list resumes, repeating the 2 entries before the break.
SMILES	NALP3 yeast inh	TIM10 inh	hIAP activ	hIAP inh	Apaf-1 inh	mIAP inh	tim10-1 inh	ATG4B inh	mIAP activ
O=C(CCN1C(=O)C2C3C=CC(C3)C2C1=O)N1CCN(c2ccc([N+](=O)[O-])cc2)CC1 (centres undefined)	16	13	0.87	13	3	9	5	-6	0.91
COCCN(CC(=O)Oc1ccccc1P(=O)(OC)OC)Cc1ccccc1	-3	3	1	0	-23	-6	-6	-1	1.1
O=C(Cn1cnc2c(oc3ccccc32)c1=O)N1CCCC1	1	17	0.95	5	-18	0	3	-6	1
O=C(OC1CCCCC1)c1ccc(NC(=O)c2ccco2)cc1	11	23	0.78	22	17	-3	44*	9	1
O=C1/C(=C\c2ccc(-c3ccccc3[N+](=O)[O-])o2)C(c2ccccc2)=NN1c1ccccc1	21	26	1	-3	44*	7	11	-1	0.93
COc1ccc(CCNc2nc(N3CCCCC3)nc(N3CCCCC3)n2)cc1OC	23	19	1	-2	26	-6	27	2	1.1
Cc1ccccc1OC(=O)C1C(c2ccccc2)C(C(=O)O)C1c1ccccc1 (centres undefined)	17	-25	1.2	-19	3	-6	-4	-2	1.1
Cn1cnc([N+](=O)[O-])c1SCC(O)CCl (centres undefined)	-2	5	1	0	-8	0	9	-6	1
O=C(NCC(=O)N(c1ccccc1)C(C(=O)NC1CCCCC1)c1ccncc1)c1ccco1 (centres undefined)	-21	-10	1.1	-9	7	-16	9	-5	1.2
COC(=O)c1cc(NC(=O)c2cc(-c3ccc(OC)cc3)oc2C(F)(F)F)ccc1N1CCOCC1	22	14	0.98	2	9	4	12	-1	0.96
CC1CC(C)CN(C(=O)c2cc(S(=O)(=O)N3CCCCC3)ccc2Cl)C1 (centres undefined)	16	12	0.98	2	6	-1	34	5	1
O=C(NCc1ccc(Cl)cc1)c1cc2c(nc3sccn32)s1	16	-23	1	-4	13	-2	11	-1	1
O=C(Cc1ncc(C(F)(F)F)cc1Cl)NCCc1ccccc1	0	6	1.1	-12	5	2	7	3	0.98
COc1ccc(CCCC(=O)Nc2cc(C)ccc2OC)cc1	-1	2	0.98	2	5	-8	1	2	1.1
COc1cc(/C=C/c2ccc3cccc([N+](=O)[O-])c3n2)ccc1OCC#N	12	11	0.97	3	8	11	15	-5	0.89
S=C(Nc1ccccc1)N1CCCCC1	2	18	0.98	2	-2	8	11	-5	0.92
Brc1ccc2c(c1)CN1CCCC1=N2	63*	21	1.1	-14	-8	4	8	3	0.96
CCN(CC(=O)Nc1ccccc1C(F)(F)F)C(=O)c1cc(S(=O)(=O)N(C)C)ccc1N1CCCC1	2	0	1	-3	4	6	-3	-4	0.94
O=C(CN1C(=O)NC2(CCCCC2)C1=O)NCCc1c[nH]c2ccccc12	-3	9	0.91	9	8	8	4	1	0.93
CCOC(=O)c1c(C)[nH]c(C(C)=NNC(=O)Cn2nc(C)cc2C)c1C	18	-3	1	-4	0	6	-7	-1	0.94
O=c1[nH]c(C2CCN(S(=O)(=O)c3ccccc3)CC2)nc2c1nnn2Cc1ccc2c(c1)OCCO2	13	5	1.2	-21	16	10	7	-1	0.9
CNc1c([N+](=O)[O-])cnn1-c1ccccn1	11	4	0.93	7	1	2	-7	14	0.98
CC1(C(=O)c2ccccc2)C2c3c(ccc4ccccc34)OC(=O)C21C(=O)N1CCOCC1 (centres undefined)	28	-18	1.1	-10	28	-4	-65	-12	1
O=C(c1ccccc1Nc1ccc(SC(F)F)cc1)N1CCCCC1	26	-2	0.95	5	20	-4	35	-6	1
CCCC(=O)NCCc1nc2ccccc2n1CCC	-2	-2	0.95	5	13	-12	-6	-2	1.1
C#CCOc1ccc(/C=N/O)cc1Cl	-30	18	1	0	-5	-2	11	0	1
CCOc1ccc(N(CC(=O)Nc2ccc(OC)cc2)C2=NC3CS(=O)(=O)CC3S2)cc1 (centres undefined)	11	-1	1	-4	13	-4	5	-18	1
Continued.
SMILES	NALP3 yeast inh	TIM10 inh	hIAP activ	hIAP inh	Apaf-1 inh	mIAP inh	tim10-1 inh	ATG4B inh	mIAP activ
CCOc1ccc(NC(=O)CN(C)C(=O)c2ccc(N3CCCCCC3)c([N+](=O)[O-])c2)cc1OCC	20	5	0.92	8	20	14	2	0	0.86
COc1ccccc1NC(=O)CCCn1c(=S)[nH]c2ccccc2c1=O	28	21	0.95	5	-2	1	25	2	0.99
CC(C)NC(=O)Nc1ccc2c(c1)C(=O)N([C@H](C)CO)C[C@H](C)[C@@H](CN(C)C(=O)Nc1ccccc1)O2	15	-6	1.1	-6	6	-9	-6	-23	1.1
O=C1/C(=C/c2ccccn2)SC(=S)N1c1cccc(O)c1	81*	23	1.3	-26	-20	10	23	-1	0.9
CCN1CCN(C(=O)Nc2cc(Cl)ccc2OC)CC1	15	-12	1	0	-1	10	14	8	0.9
Cc1ccc(C2NNC(=O)C2NC(=O)c2ccccc2)cc1 (centres undefined)	23	5	0.87	13	11	-1	-3	9	1
CCOC(=O)C1(CCOc2ccccc2)CCN(Cc2cccn2-c2cccnc2)CC1	-9	10	1.2	-15	15	-1	19	-2	1
CC1CCCC(NC(=O)COC(=O)/C=C/c2ccc3c(c2)OCO3)C1C (centres undefined)	11	-17	0.99	1	-3	4	33	1	0.96
O=C(N/N=C/c1cccs1)c1ccc(-n2cccc2)cc1	46	30	1.2	-15	7	1	-10	-7	0.99
CCOc1ccc(S(=O)(=O)Nc2cc(C)ccn2)c2ccccc12	2	-5	0.96	4	1	4	12	-6	0.96
CCOc1cc(C(=O)Nc2cc(OC)cc(OC)c2)ccc1OCC(=O)N1CCOCC1	4	10	1	-3	16	-7	1	-6	1.1
CCCCNC(=O)Nc1c(C(=O)OC)[nH]c2ccc(C)cc12	4	-2	0.99	1	2	11	-7	-1	0.89
CSc1ccc(-c2cc(=O)c3ccccc3o2)cc1	62*	-2	0.87	13	21	-3	30	-6	1
Nc1nc(N)nc(-c2ccccn2)n1	1	-17	0.99	1	13	-3	1	-1	1
Cc1nnc(SCC(=O)c2cc(C)n(-c3ccc4c(c3)OCO4)c2C)s1	20	32	1.2	-18	5	4	37	-2	0.95
CC(=O)N/C(=C\c1cccc([N+](=O)[O-])c1)C(=O)NC(C)C	12	8	0.92	8	-4	1	16	-5	0.99
O=C1CC(Sc2ccc(Cl)cc2)C(=O)N1c1ccc2c(c1)OCCO2 (centres undefined)	25	33	1.1	-13	14	1	23	-2	0.99
Cc1cccc(NC(=O)Cn2cccc2)c1	2	-6	0.97	3	-26	4	3	7	0.96
COc1cc(C)nc(Oc2ccc(/C=N/O)cc2)n1	-6	-17	1.1	-8	-6	2	2	4	0.98
Cc1c(Cl)cccc1NC(=O)CSc1nnc(C)n1CC1CCCO1 (centres undefined)	0	-9	0.99	1	-1	3	5	1	0.97
COc1ccc(C(=O)Nn2c(SCC(=O)NCC3CCCO3)nc3ccccc3c2=O)cc1 (centres undefined)	2	1	1	-2	1	-6	10	-7	1.1
COc1ccc(OC)c(N/C=C/C(=C(C#N)C#N)N(C)C)c1	14	9	1.2	-19	6	2	11	7	0.98
